Compound activity: PubChem BioAssay, National Center for Advancing Translational Sciences (NCATS)
PI5P4K alpha inh: qHTS for Inhibitors of phosphatidylinositol 5-phosphate 4-kinase (PI5P4K). PI5P4Kalpha enzyme, ADP-Glo luminescence, 60 min; stronger effect = lower value. max response, %. hit rate 1.2% among 330,000. Phosphatidylinositol 5-phosphate 4-kinase type-2 alpha (Homo sapiens), P48426; active = max response of -50% or lower; inconclusive = between -30% and -50%; inactive = -30% or higher; also: value at the top dose of about 77 µM; % is scaled to controls: 0 for no effect and ±100 for the full control effect
Target sequence (P48426 whole entry, looked up): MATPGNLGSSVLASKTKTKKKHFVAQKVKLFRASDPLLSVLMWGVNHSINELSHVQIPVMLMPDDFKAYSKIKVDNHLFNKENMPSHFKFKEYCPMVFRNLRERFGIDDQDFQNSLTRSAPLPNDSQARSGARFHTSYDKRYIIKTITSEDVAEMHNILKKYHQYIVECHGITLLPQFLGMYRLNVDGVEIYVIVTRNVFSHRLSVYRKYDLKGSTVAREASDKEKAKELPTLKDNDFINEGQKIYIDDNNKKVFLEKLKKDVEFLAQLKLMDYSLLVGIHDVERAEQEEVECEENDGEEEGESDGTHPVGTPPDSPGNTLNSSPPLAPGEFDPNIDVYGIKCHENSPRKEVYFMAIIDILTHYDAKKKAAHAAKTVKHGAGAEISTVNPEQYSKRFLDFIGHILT
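Reactions run in 0.038 M HEPES pH 7.4, 0.28 mM EGTA, 0.1% CHAPS and 5% DMSO, with PI5P4Kalpha, substrate, compound and 5 microM ATP final, one hour at room temperature. Readout is ADP-Glo luminescence.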
WRN helicase inh: qHTS for Inhibitors of WRN Helicase; Bifunctional 3'-5' exonuclease/ATP-dependent helicase WRN (Homo sapiens), Q14191; WRN helicase unwinding, fluorescent forked duplex, kinetic; Potency, µM (series often up to 114 µM), inactives show at the top dose activity change, negative = inhibition, actives largely listed as inhibitors; hit rate 0.46% among 360,000; AID 651768, 2012; also: potency is read from the fitted curve at half-maximal effect; % is scaled to controls: 0 for no effect and ±100 for the full control effect; nearly all actives have a fitted effect of over 55% in size
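WRN at 20 nM final preincubated with compound 15 min at room temperature; reaction started with 100 nM fluorophore/quencher forked duplex oligonucleotide and 2 mM ATP final. Unwinding followed kinetically by red fluorescence (ex 525, em 598 nm).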
GLP-1R inv ag: qHTS of GLP-1 Receptor Inverse Agonists (Inhibition Mode). Glucagon-like peptide 1 receptor (Homo sapiens), P43220. HEK293 GLP-1R CRE-luciferase, luminescence, 24 h; GLP-1R form is constitutively active. Potency, µM (top dose mostly 38.3 µM), without a hit: top-dose activity change, negative = inhibition, usual class: inhibitors. hit rate 1.6% among 410,000. AID 624417, 2012; also: potency is read from the fitted curve at half-maximal effect; % is scaled to controls: 0 for no effect and ±100 for the full control effect; nearly all actives have a fitted effect of over 55% in size
Target sequence (P43220 whole entry, looked up): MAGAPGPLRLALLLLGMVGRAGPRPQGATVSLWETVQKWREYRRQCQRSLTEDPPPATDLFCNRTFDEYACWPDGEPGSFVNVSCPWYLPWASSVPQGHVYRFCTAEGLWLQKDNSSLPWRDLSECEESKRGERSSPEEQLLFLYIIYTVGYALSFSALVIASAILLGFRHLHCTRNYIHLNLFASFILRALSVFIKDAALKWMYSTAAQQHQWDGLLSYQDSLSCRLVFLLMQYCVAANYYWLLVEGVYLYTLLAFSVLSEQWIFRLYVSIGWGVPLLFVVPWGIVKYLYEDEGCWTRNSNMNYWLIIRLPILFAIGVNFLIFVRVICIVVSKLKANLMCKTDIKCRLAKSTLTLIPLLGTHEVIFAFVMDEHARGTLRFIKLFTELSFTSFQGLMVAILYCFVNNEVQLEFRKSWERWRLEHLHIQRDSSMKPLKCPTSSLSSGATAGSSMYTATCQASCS
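qHTS in 1536-well format: reporter HEK293 cells expressing constitutive GLP-1R activity in DMEM + 10% Nu serum, 24 hr with compounds at 37 deg C, luminescence read after 12 min with detection reagent.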
GLP1R ag: qHTS of GLP-1 Receptor Agonists. HEK293 GLP-1R CRE-luciferase, luminescence, 4-6 h; cells express a hypersensitive GLP-1R form. Potency, µM (titrated, usually from 45.6 µM), for the others: at the top dose activation, hits mostly activators. hit rate 0.007% among 380,000. AID 624172, 2012; also: potency is read from the fitted curve at half-maximal effect; % of control where 0% means no effect
D3 ag: qHTS of D3 Dopamine Receptor Agonist: qHTS. max activation, %. D3R DiscoveRx beta-arrestin cells, luminescence, 90 min. AID 652048, 2013. D(3) dopamine receptor (Homo sapiens), P35462. hit rate 0.58% among 410,000; in the data active = max activation above about 30%; also: 0% is about no effect; mostly tested at two doses, the higher about 12 µM
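Agonist-mode cell screen: cells plated at 1500/well and incubated overnight at 37 °C, then exposed to library compounds for 90 min at 37 °C. Detection reagent was added for 30–60 min at room temperature, and luminescence was read.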
DRD3 antagonist: qHTS of D3 Dopamine Receptor Antagonist: qHTS | AID 652054, 2013 | max response, negative = inhibition, % | hit rate 2.5% among 360,000 | D3R cells, DiscoveRx beta-arrestin luminescence, antagonist mode; stronger effect = lower value; in the data active = max response below about -50%; inconclusive = no clear call, values can overlap the other calls; also: % is scaled to controls: 0 for no effect and ±100 for the full control effect; mostly tested at two doses, the higher about 12 µM
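Cells expressing the human receptor were seeded at 1500 cells/well, incubated overnight at 37 degrees C in 5% CO2, then exposed to library compounds with dopamine controls for 90 minutes at 37 degrees C before luminescent detection.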
PLK1 PBD inh: qHTS for Inhibitors of PLK1-PDB (polo-like kinase 1 - polo-box domain): Primary Screen; hit rate 2.8% among 360,000; Plk1 PBD binding of FITC phosphopeptide, fluorescence polarization; Potency, µM, without a hit: max response, negative = inhibition, hits mostly inhibitors; also: potency is read from the fitted curve at half-maximal effect; series mostly up to about 57 µM; % is scaled to controls: 0 for no effect and ±100 for the full control effect; nearly all actives have a fitted effect of over 65% in size
GLP1R cytotox: qHTS of GLP-1 Receptor Inverse Agonists: Cytotox Screen. hit rate 0.13% among 410,000. Potency, µM (titrated, usually from 38.3 µM), for inactives: at the highest dose activity change, negative = inhibition, most hits filed as inhibitors. HEK293 cAMP-luciferase reporter cells, luminescence, 24 h;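 also: loss of luciferase light is scored as toxicity; potency is read from the fitted curve at half-maximal effect; % is scaled to controls: 0 for no effect and ±100 for the full control effect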
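A 23 nL compound transfer followed 12 hours of cell culture at 37 deg C; exposure then lasted 24 hr. Luciferase assay detection reagent was dispensed and plates read for luminescence after a 12 min room-temperature wait.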
IL2 activator: qHTS of IL-2 Activators | IL-2 activation reporter assay, cell-based qHTS; stimulated with anti-CD3/CD4/CD28 beads; in transgenic mouse T cells | activation, % (series mostly up to about 46 µM) | hit rate 0.065% among 360,000; in the data active = activation above about 50%; inconclusive = mostly about 30% to 49%; also: 0% is about no effect
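Unstimulated transgenic mouse T cells preincubated 60 min with compound, then stimulated with anti-CD3/anti-CD4-coated beads plus anti-CD28 for 18 h at 37 degrees C. IL-2 response read as EGFP and DsRed fluorescence by plate cytometry.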
The depositor's hits bear a star; ? = inconclusive; . = not tested or not shown; & = joins results of further samples; [ ] = another dose, or the depositor's remark. Unless noted, calls follow the shape of the dose curve; as a rule, active = well fitted curve in the direction sought with a large enough effect; inconclusive = small, poorly fitted or top-dose-only effect, or another doubt; inactive = no such curve, though single readings can be large; an effect the other way counts as inactive or inconclusive.

SMILES | PI5P4K alpha inh | WRN helicase inh | GLP-1R inv ag | GLP1R ag | D3 ag | DRD3 antagonist | PLK1 PBD inh | GLP1R cytotox | IL2 activator
CCOC(=O)/C(=C/c1ccco1)NC(=O)c1ccc(Br)o1 | 9 | -4%[57.1 µM] | -3% | 7% | -1 | 5 | -4% | 1% | -3.3
CCCOC(=O)c1sc2nc3c(cc2c1N)C(=O)CCC3 | 0 | 2% | 0% | 4% | 4 | 12 | -2% | 1% | 0.2
Cc1cc2ncn(C(=O)c3c(-c4c(Cl)cccc4Cl)noc3C)c2cc1C | 4 | 12% | 13% | 0% | -9 | -13 | -8% | -5% | 0.6
CCOC(=O)C1=C(CSc2nc(C)cc(C)c2C#N)OC(N)=C(C#N)C1c1cccs1 (centres undefined) | -1 | 1% | 0% | -8% | 4 | 12 | ? | 244%[activator] | -1.1
CC(C)C(=O)N1CCCC1(C)C(=O)NCc1ccc(Cl)cc1 (centres undefined) | 0 | 2% | -28% | -2% | 6 | 17 | 3% | 5% | -0.2
O=C1CSC(=Nc2cccc([N+](=O)[O-])c2)N1 | 0 | 2% | 6% | 2% | -1 | -3 | -9% | 20% | 1.0
Cc1cccc(NC(c2ccc(O)cc2)c2ccc3ccc(C)nc3c2O)n1 (centres undefined) | -52* | -31% | -2% | 9% | -9 | 0 | 4.2µM* | 2% | 13
O=C(CNS(=O)(=O)c1ccccc1)NCC(=O)OCc1ccc(C(=O)c2ccccc2)cc1 | -23 | -9% | 9% | -1% | -14 | -10 | 2% | -7% | -0.8
COc1ccc(-n2ncc3c2CC(C)(C)CC3NC(=O)c2cn[nH]c2)cc1 (centres undefined) | 1 | -11% | 32%[activator] | 0% | 3 | -2 | -7% | 5% | -0.5
O=c1oc2c(CN3CCOCC3)c(O)ccc2c2c1CCC2 | -3 | -3% | 3% | 0% | -4 | 14 | -9% | 20% | -0.2
N#Cc1ccccc1-c1ccccc1C(=O)N1CCCCC1 | 0 | -2% | -10% | -3% | 1 | 8 | 2% | 4% | 0.2
COC(=O)[C@]12CCCCC=C1N(Cc1ccc3c(c1)OCO3)C(=O)[C@H](CC(=O)N1CCSCC1)C2 | 0 | -3% | -16% | . | 8 | 22 | -8% | -10% | -0.4
CC(=O)Nc1ccc(S(=O)(=O)NC(C)c2nc(-c3ccccc3)no2)cc1 (centres undefined) | -3 | -3% | 0% | 1% | -15 | -5 | -6% | 3% | -3.2
COc1ccc2c(c1OC)C(=O)N(c1ccc(C)cc1)C2=O | 5 | 7% | 14% | 3% | -3 | -13 | -7% | 16% | 1.0
COC(=O)Cn1c(=O)c(=O)n(CC(=O)OC)c2ccccc21 | -2 | -1% | 15% | 0% | 4 | 14 | ? | -2% | -2.0
O=S(=O)(c1ccccc1)N1CCN(c2ccccc2)CC1 | -2 | -7% | 13% | -4% | 6 | -9 | -9% | 19% | -0.4
Cc1ccc(NC(=O)[C@@H](CC(C)C)NC(=O)[C@@H]2Cc3ccccc3CN2)cc1 | 2 | -5% | -11% | 8% | -13 | -26 | -18% | -8% | -1.9
CCOc1ccccc1/C=C(/NC(=O)c1ccccc1)C(=O)N1CCCCC1 | 5 | 6% | ? | 8% | -9 | -28 | -12% | -6% | -0.1
C=CCNC(=O)c1scc2c1CCCC2 | 3 | -6% | -9% | -1% | 2 | 0 | 0% | 7% | -0.3
Cc1c(Cc2ccccc2)c(=O)oc2c(C)c(OCC(=O)N3CCC(C(=O)O)CC3)ccc12 | 5 | -7% | 3% | 2% | 8 | -3 | -1% | -1% | -0.3
CC(C)(C)Nc1c(C2CCNCC2)nc2c(OCc3ccccc3)cccn12 | 0 | 4% | ? | 10% | 1 | 10 | 1% | -14% | -0.6
CCCC1N2CC3([N+](=O)[O-])CN1CC([N+](=O)[O-])(C2)C3(C)C (centres undefined) | -3 | 11% | 2% | -6% | -2 | -21 | -9% | 4% | -1.8
O=C(CNC(=O)c1ccc(Cl)cc1)NC(CO)c1ccccc1 (centres undefined) | -3 | -3% | 2% | 2% | -10 | -2 | 1% | 9% | 1.1
CN(CCN1CCc2ccccc2C1)Cc1nc(Cc2ccccc2F)no1 | 10 | 5% | ? | 9% | -17 | -59* | -5% | -9% | 0.2
CCOC(=O)c1sc2nc(C)nc(Nc3ccc(OC)cc3)c2c1C | -6 | 5% | 1% | 3% | 6 | 13 | -2% | 6% | -3.4

Continued.
SMILES | PI5P4K alpha inh | WRN helicase inh | GLP-1R inv ag | GLP1R ag | D3 ag | DRD3 antagonist | PLK1 PBD inh | GLP1R cytotox | IL2 activator
Oc1cc2ccccc2cc1-c1n[nH]c(=S)n1Cc1ccco1 | -19 | -9% | ? | -4% | -3 | 3 | -16% | -3% | -0.2
COc1ccc(C2C(C(=O)Nc3cccnc3)=C(C)Nc3nc(-c4cccs4)nn32)cc1OC (centres undefined) | -2 | -4% | 5% | 4% | 2 | -23 | ? | 3% | -1.1
COc1cc2c(cc1OC)CN(C(=O)c1cccc(S(=O)(=O)N(C)C)c1)CC2 | 1 | -4% | 32%[activator] | 10% | 7 | 16 | 9% | -4% | 0.7
Cn1nnc2c[n+](CC(=O)c3ccc(Cl)cc3)cc(Br)c21 | 0 | -13% | -28% | 14% | -7 | -29 | -8% | ? | -0.3
COC(=O)CN1C(=O)CC(C)(C)Sc2ccccc21 | 1 | -1% | -10% | -2% | -5 | 25 | 2% | -10% | -1.1
COc1cc(OC)cc(C(=O)Nc2ccc3c(c2)OCCO3)c1 | 4 | -5% | 27%&12% | 13%&7% | 2&-10 | -6 | 3% | -9%&-3% | 0.4
O=C(Nc1ccc(Cl)c(C(F)(F)F)c1)C1CCCN(S(=O)(=O)c2cnc[nH]2)C1 (centres undefined) | . | 5% | 0% | -2% | 21 | 27 | 0% | -7% | 1.7
Cc1cccc(C(=O)NN(C)c2nc(-c3ccccc3)nnc2C(F)(F)F)c1 | 0 | -5% | 0% | 0% | 5 | -4 | 1% | 0% | -4.0
CCC(CO)Oc1cc(NCc2ccccc2Cl)c2ncn(C(C)C)c2c1 (centres undefined) | -3 | -3% | 37%[activator] | 8% | 2 | 9 | -16% | -18% | -0.3
Cc1cc(CNC(=O)c2cccc([N+](=O)[O-])c2C)c2ccccc2n1 | -3 | 1% | 3%[0.307 µM] | 3% | 4 | 16 | -3% | -4%[0.307 µM] | -0.8
C#CCNC(=O)c1ccc2sc([C@H]3C[C@H](O)[C@@H](CO)O3)nc2c1 | -6 | 3% | -5% | -3% | 1 | 10 | 0% | 1% | 1.9
Cc1ccc(NC(=O)c2ccc(NS(=O)(=O)c3c(C)noc3C)cc2)cc1C | -10 | -12% | ? | 0% | -4 | -16 | -5% | 7% | 2.3
CN1C(=O)c2ccc(Oc3ccccc3)cc2C1=O | -6 | -1% | 15% | 13% | -4 | -7 | -6% | -5% | 0.0
Nc1nc(SCC(=O)N2CCc3ccccc3C2)[nH]c(=O)c1-c1ccccc1 | . | -12%[57.1 µM] | 0% | -1% | -21 | 3 | ? | -21% | -1.0
CS(=O)(=O)NCc1nnc(SCc2ccccc2C(F)(F)F)o1 | . | -11% | 0% | 0% | 1 | -17 | -4% | 0% | -0.6
COc1cccc(CN(C)C(=O)CCC(=O)c2cc(Br)ccc2OC)c1 | 5 | -3% | ? | 15% | -2 | 1 | 4% | -13% | -0.1
CN(Cc1ccccc1)C(=O)COC(=O)c1ccc(Cl)cc1N | 6 | -7% | ? | 9% | 0 | -17 | -9% | 19% | -0.1
O=C(O)CSc1nnc(COc2ccccc2)n1-c1ccccc1 | ? | 3% | 7% | -4% | 2 | 5 | -3% | -21% | -3.3
NS(=O)(=O)c1cccc(NC(=O)c2cc(-c3cccs3)nc3ccccc23)c1 | 0 | -3% | ? | -7% | 1 | 32 | 8% | -14% | -0.4
O=C1CCN(Cc2ccc(Br)cc2)CCN1[C@H](CO)Cc1ccccc1 | 2 | 6% | -34% | 4% | -20 | 16 | -2% | -31% | -0.2
O=C(c1ccc(-c2ccccc2)cc1)C1CCCN(C(=O)c2cncs2)C1 (centres undefined) | -5 | -6% | -53% | 6% | 3 | -58* | -10% | -25% | -1.0
FC(F)(F)c1ccccc1Cc1c(-c2ccccc2)nc2ccc(Cl)cn12 | 12 | -7% | ? | -4% | 6 | 24 | -10% | -9% | 0.4
CCOC(=O)c1cnn(-c2ccc(F)cc2)c1N | -1 | -4% | 63%[activator] | 14% | 1 | 1 | -1% | 2% | 3.7

Among those listed so far, 4 have bromine.
SMILES | PI5P4K alpha inh | WRN helicase inh | GLP-1R inv ag | GLP1R ag | D3 ag | DRD3 antagonist | PLK1 PBD inh | GLP1R cytotox | IL2 activator
CCOC(=O)/C(=C/c1ccco1)NC(=O)c1ccc(Br)o1 | 9 | -4%[57.1 µM] | -3% | 7% | -1 | 5 | -4% | 1% | -3.3
Cn1nnc2c[n+](CC(=O)c3ccc(Cl)cc3)cc(Br)c21 | 0 | -13% | -28% | 14% | -7 | -29 | -8% | ? | -0.3
COc1cccc(CN(C)C(=O)CCC(=O)c2cc(Br)ccc2OC)c1 | 5 | -3% | ? | 15% | -2 | 1 | 4% | -13% | -0.1
O=C1CCN(Cc2ccc(Br)cc2)CCN1[C@H](CO)Cc1ccccc1 | 2 | 6% | -34% | 4% | -20 | 16 | -2% | -31% | -0.2
